# Source: PubChem (several laboratories)
# Runt-CBFb FRET = inhibitors of RUNX1 Runt–CBFb binding, primary screen, biochemical, FRET, Cerulean-Runt, Venus-CBFb, uHTS. Runt-related transcription factor 1 (Homo sapiens) + Core-binding factor subunit beta …. Cerulean-Runt/Venus-CBFb FRET ratio 530/480, 1 h. inhibition, % at 20 µM. AID 1496, 2009. actives 0.46% (n = 220,000);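 active means inhibition over about 50% at 20 µM in the single-dose screen, limit read from the data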;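 further: 0% = DMSO wells and 100% = excess unlabeled CBFb competitor control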
#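 Measured by: fluorescence energy transfer, 422 nm excitation, 530/480 nm emission; Assay system: Cerulean-Runt domain; Medium: Tris pH 7.5 buffer with BSA; Measure: loss of energy transfer signal; Controls: 5 µM unlabeled CBFb as full-inhibition high control; Incubation: protein complex preformed 1 h, compound exposure 1 h, room temperature, dark.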
# p47phox inh = p47phox/p22phox peptide binding inhibitors, primary screen, biochemical, uHTS, NADPH oxidase regulatory subunit; Neutrophil cytosol factor 1 (Homo sapiens), P14598; fluorescence polarization, 2 h; inhibition, % at 24.7 µM; actives 0.53% (n = 220,000); AID 1274, 2008;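 active means inhibition above about 30%, limit read from the data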;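 further: 0% = p47phox with labelled peptide and 100% = labelled peptide alone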
# Target sequence (P14598 whole entry, looked up): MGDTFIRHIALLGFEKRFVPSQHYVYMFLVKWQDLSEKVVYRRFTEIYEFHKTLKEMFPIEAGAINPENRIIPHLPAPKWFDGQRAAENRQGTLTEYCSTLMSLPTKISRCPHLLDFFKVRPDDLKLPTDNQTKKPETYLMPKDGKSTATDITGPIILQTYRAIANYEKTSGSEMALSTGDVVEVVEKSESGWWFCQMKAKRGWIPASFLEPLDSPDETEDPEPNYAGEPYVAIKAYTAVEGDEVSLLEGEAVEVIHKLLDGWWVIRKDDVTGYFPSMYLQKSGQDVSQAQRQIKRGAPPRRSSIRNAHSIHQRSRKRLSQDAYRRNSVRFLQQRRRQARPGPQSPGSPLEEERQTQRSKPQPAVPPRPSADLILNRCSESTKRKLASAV
# 14-3-3 Bad inh = inhibitors of 14-3-3 zeta/Bad binding, primary screen, biochemical, TR-FRET, bovine 14-3-3 zeta | TR-FRET 14-3-3zeta/Dy647-pBad peptide displacement, 1 h | actives 0.71% (n = 220,000) | 14-3-3 protein zeta/delta (Bos taurus), P63103 | inhibition, % at 21.7 µM;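 active means inhibition above about 70%, limit read from the data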;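 further: 0% = full 14-3-3 plus peptide FRET controls and 100% = background without 14-3-3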
# Target sequence (P63103 whole entry, looked up): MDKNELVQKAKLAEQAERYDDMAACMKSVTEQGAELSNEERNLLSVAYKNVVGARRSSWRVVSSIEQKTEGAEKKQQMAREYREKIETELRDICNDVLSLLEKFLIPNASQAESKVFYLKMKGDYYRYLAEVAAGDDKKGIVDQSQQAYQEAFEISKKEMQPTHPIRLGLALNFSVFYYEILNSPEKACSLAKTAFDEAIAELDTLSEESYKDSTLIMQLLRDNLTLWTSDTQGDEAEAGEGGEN
# Runt-SMMHC FRET = inhibitors of RUNX1 Runt–CBFb-SMMHC binding, primary screen, biochemical, FRET, Cerulean-Runt, Venus-CBFb-SMMHC, uHTS; actives 0.74% (n = 220,000); Cerulean-Runt/Venus-CBFb-SMMHC FRET ratio 530/480, 1 h; Runt-related transcription factor 1 (Homo sapiens) + Core-binding factor subunit beta …; inhibition, % at 20 µM;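 active means mean inhibition across duplicate retests at 20 µM reaching about 50%, limit read from the data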;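 further: 0% = DMSO wells and 100% = wells with excess untagged CBFb-SMMHC; inhibitors lower the FRET ratio by blocking Runt binding to CBFb-SMMHC; some results filed as inactive read as strong as hits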
# EBV gp42 block = Epstein-Barr virus gp42 inhibitors, primary screen, biochemical, uHTS, fluorescence polarization; AID 1085, 2008; Glycoprotein 42 (Epstein-Barr virus (strain AG876)), Q1HVG2; Fluorescence polarization binding assay, mP read-out; actives 0.42% (n = 220,000); inhibition, % (tested at 21.74 µM); in the data active means inhibition above about 50%
# Target sequence (Q1HVG2 whole entry, looked up): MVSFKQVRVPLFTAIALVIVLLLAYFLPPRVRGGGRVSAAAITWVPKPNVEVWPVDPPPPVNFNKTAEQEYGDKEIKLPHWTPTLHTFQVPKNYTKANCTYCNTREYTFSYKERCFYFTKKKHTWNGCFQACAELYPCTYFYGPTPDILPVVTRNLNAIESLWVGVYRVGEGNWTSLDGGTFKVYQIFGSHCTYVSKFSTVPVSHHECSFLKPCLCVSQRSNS
# Hck-Nef inh = inhibitors of Nef-activated human Hck kinase, primary screen, biochemical, Z-Lyte FRET, 384-well, Hck-YEEI | Tyrosine-protein kinase HCK (Homo sapiens), P08631 | Recombinant Hck-YEEI plus Nef, Z-Lyte FRET kinase assay | inhibition, % at 20 µM | actives 0.68% (n = 220,000);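 active means Hck-Nef kinase inhibition above about 50%, limit read from the data; inactive means inhibition below that limit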;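 further: 0% = DMSO with Hck plus Nef and 100% = Hck alone without Nef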
# L929 necroptosis = inhibitors of zVAD-triggered necroptosis, primary screen, L929 cells; L929 zVAD necroptosis rescue, ATP luminescence, 24 h; with zVAD 60 µM; viability rescue, % at 10 µM; actives 0.38% (n = 220,000);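 active means activation, scaled between plate controls, above about 75%, limit read from the data; inactive means activation under that limit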;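 further: 0% = zVAD with DMSO and 100% = DMSO alone without zVAD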
# Tb hexokinase = Trypanosoma brucei hexokinase 1 inhibitors, primary screen, biochemical, G6PDH-coupled NADH absorbance, MLSCN library | hexokinase 1 [Trypanosoma brucei] | recombinant TbHK1, G6PDH-coupled NADH A340 | inhibition, % at 10 µM | actives 0.11% (n = 220,000) | AID 1430, 2008;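 active means inhibition of 50% or more in the single-dose primary screen; inactive means inhibition below 50%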
# Mdm2 ligase inh = MDM2-luciferase reporter signal enhancers, primary screen, MDM2 E3 ligase inhibitor project, cell-based, luminescence, 1536-well; actives 0.11% (n = 210,000); signal enhancement, % at 5 µM; cell-based MDM2 ubiquitination luciferase reporter, 2 h; 0 = plate control, 100 = twice control, blank-subtracted; AID 1230, 2008;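 active means signal enhancement of 30% or more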;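 further: luminescence tracks abundance of the self-degrading MDM2-luciferase fusion protein; higher signal means inhibition of MDM2 E3 ligase activity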
#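 Timing – 2 h compound exposure at 37 °C · Assay system – mammalian cells stably expressing self-ubiquitinating, self-degrading MDM2 E3–luciferase fusion · Amount – 2000 cells seeded into each well · Measure – % luminescence enhancement versus blank-corrected plate control mean · Measured by – SteadyLite luminescence, 15 min reagent step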
# Numbers without * were called inactive; nt = not tested or not shown; [ ] = dose if it differs, or a comment.
SMILES,Runt-CBFb FRET,p47phox inh,14-3-3 Bad inh,Runt-SMMHC FRET,EBV gp42 block,Hck-Nef inh,L929 necroptosis,Tb hexokinase,Mdm2 ligase inh
COc1cccc(OCC(O)CN2CCN(CCN3C(=O)c4cccc5cccc(c45)C3=O)CC2)c1 (stereo not given),0.0,8.2,21.1,-6.7,3.6,15.9,4.9,-15.8,2.9
O=C(CC1C(=O)NCCN1CC1CCCCC1)NCCc1ccc(F)cc1 (stereo not given),nt,-7.4,-7.7,nt,3.4,18.8,-0.6,-7.4,0.6
CCOP(=O)(OCC)C(Nc1cccc(C(F)(F)F)c1)c1ccc(F)cc1 (stereo not given),-6.9,-21.4,-15.0[fluorescence artefact?],-0.2,-7.7,4.5,1.9,-5.5,-0.5
CCOC(=O)CCCCC(=O)c1[nH]c(=O)[nH]c1Cn1ccnc1,-0.2,-8.1,-0.6,-1.5,-12.7,-1.5,0.2,-9.7,-9.5
CCn1c(SCC(=O)O)nnc1C1CCCCC1,-0.6,-3.5,-1.7,4.1,-12.9,-2.3,-0.4,-2.1,-0.2
CCNC(=S)N(Cc1ccco1)Cc1cc2cc(OCC)ccc2[nH]c1=O,11.6,0.5,-14.0,7.6,-7.4,12.8,1.2,-13.7,nt
Fc1cccc(-c2cc3nc4c(c(NCc5ccco5)n3n2)CCCC4)c1,4.2,-9.9,6.2,1.4,-16.7,-0.3,1.5,-7.5,-17.5
Nc1nc(C23CC4CC(CC(Cl)(C4)C2)C3)cs1,0.6,-3.7,3.2,-6.8,-10.2,4.2,2.8,-3.9,-9.6
Cn1c(C(=O)NCC2CCCO2)cc2c(=O)n(C)c3ccccc3c21 (stereo not given),0.5,-4.8,3.9,-2.0,-2.6,1.4,2.0,-7.6,-3.2
O=c1oc2ccccc2c(O)c1CN1CCCCC1,1.0,-2.9,9.5,1.0,-21.3,-3.0,2.6,0.7,-4.8
CC1CCN(S(=O)(=O)c2ccc3c(c2)c(=O)c(C(=O)NC2CCCC2)cn3C)CC1,-0.7,-11.4,4.6,-5.6,-21.2,1.7,9.9,-26.6,-10.6
COC(=O)CN1C(=S)N(Cc2ccccc2)C(=O)C1CC(=O)Nc1ccc(Br)cc1 (stereo not given),-1.4,-21.8,-9.6[fluorescence artefact?],-4.4,-7.1,-0.5,-0.2,3.6,-24.7
Cc1nc2ccccc2c(=O)n1NC(=O)Cc1ccc([N+](=O)[O-])cc1,3.4,6.8,10.4,-4.9,-8.6,-18.0,0.9,-10.0,-14.2
O=C(N/N=C\c1cc(Br)ccc1O)c1ccc(S(=O)(=O)N2CCCCC2)cc1,-46.0,-5.2,-0.9[fluorescence artefact?],-88.0,-16.6,7.0,7.0,-2.4,5.8
COc1ccc(N2C(=O)c3ccccc3NC2c2cccnc2)cc1 (stereo not given),0.3,-8.8,-7.2,2.9,-24.1,40.5,-1.1,-9.0,-7.2

# An excerpt of these results, as labelled records.
canonical_smiles: Cn1c(C(=O)NCC2CCCO2)cc2c(=O)n(C)c3ccccc3c21 (stereo not given)
  Runt-CBFb FRET: 0.5 | p47phox inh: -4.8 | 14-3-3 Bad inh: 3.9 | Runt-SMMHC FRET: -2.0 | EBV gp42 block: -2.6 | Hck-Nef inh: 1.4 | L929 necroptosis: 2.0 | Tb hexokinase: -7.6 | Mdm2 ligase inh: -3.2
canonical_smiles: O=C(N/N=C\c1cc(Br)ccc1O)c1ccc(S(=O)(=O)N2CCCCC2)cc1
  Runt-CBFb FRET: -46.0 | p47phox inh: -5.2 | 14-3-3 Bad inh: -0.9[fluorescence artefact?] | Runt-SMMHC FRET: -88.0 | EBV gp42 block: -16.6 | Hck-Nef inh: 7.0 | L929 necroptosis: 7.0 | Tb hexokinase: -2.4 | Mdm2 ligase inh: 5.8
canonical_smiles: CCOC(=O)CCCCC(=O)c1[nH]c(=O)[nH]c1Cn1ccnc1
  Runt-CBFb FRET: -0.2 | p47phox inh: -8.1 | 14-3-3 Bad inh: -0.6 | Runt-SMMHC FRET: -1.5 | EBV gp42 block: -12.7 | Hck-Nef inh: -1.5 | L929 necroptosis: 0.2 | Tb hexokinase: -9.7 | Mdm2 ligase inh: -9.5

# Other records
SMILES,Runt-CBFb FRET,p47phox inh,14-3-3 Bad inh,Runt-SMMHC FRET,EBV gp42 block,Hck-Nef inh,L929 necroptosis,Tb hexokinase,Mdm2 ligase inh
CCOc1ccc(NC(=O)NC(=O)N(C)S(=O)(=O)c2ccc(C)cc2)cc1,-1.2,-5.4,12.6,-2.0,8.7,-53.3,2.1,-5.1,-7.8
N/C(=N\OC(=O)c1ccc(OCC(F)(F)F)nc1)c1ccc(Cl)cc1,1.9,8.4,1.0,0.5,-13.8,10.0,0.0,-15.1,-20.1
CCOC(=O)/C(C#N)=C1/C=CN(c2ccc(C)cc2)C=N1,1.2,-17.4,-7.8,3.5,-16.2,-0.3,0.0,-58.0,-26.2
CCCC1=NN(C(=O)C(=O)Nc2ccc(Br)cc2)C(O)(C(F)(F)F)C1 (stereo not given),nt,-12.9,11.6,2.9,-15.8,13.9,6.0,3.3,-6.8
COC(=O)CCC(=O)Nc1cccc(Br)c1,-2.1,-13.5,-7.5,4.1,-11.0,17.8,-0.9,5.9,-23.5
Cc1cnc([N+](=O)[O-])n1CCOC(=O)NC(=O)c1ccc(F)cc1,1.4,-1.1,-7.5,-3.2,-15.7,23.1,0.6,-7.9,-5.8
Cc1cc(C)n2nc(SCC(=O)N/N=C/c3ccccc3F)nc2n1,0.2,-0.7,-0.8,1.8,-40.0,-1.1,0.0,1.2,-4.7
CC1(C)CC(=O)C(Sc2ccccc2[N+](=O)[O-])=C(O)C1,7.6,-4.7,2.2[fluorescence artefact?],2.3,-4.8,4.7,0.7,0.9,-2.4
N#Cc1c(/N=C/N2CCCC2)oc(-c2ccccc2)c1-c1ccccc1,0.3,4.4,6.1,-4.0,11.9,-0.5,0.9,-37.5,-9.0
CCOC(=O)C(Cc1ccccc1)c1ccnc2ncnn12 (stereo not given),1.0,-4.7,-12.6,-3.7,-0.8,1.2,-0.6,-1.0,1.9
CCCN(CC1CC1)S(=O)(=O)c1ccc(-n2cnnn2)c(OC)c1,2.2,-7.4,-1.7,-4.6,-4.0,3.5,-0.1,-7.0,-4.0
CC[C@H](C)[C@@H]1NC(=O)c2cc([N+](=O)[O-])cc(F)c2NCCCC[C@@H](C(N)=O)NC(=O)[C@H](CC(N)=O)NC1=O,-0.9,-6.0,-2.1,7.3,4.3,0.0,5.3,-4.5,nt
CCCC(=O)Nc1nc2ccc(NC(=O)c3c(F)c(F)c(OC)c(F)c3F)cc2s1,0.6,2.2,-3.9,0.2,-7.1,13.4,70.9,-3.9,5.7
Cn1c(=O)[nH]c(=O)c2c1nc(Br)n2CCCc1ccccc1,0.4,-5.8,-19.3,1.4,-4.2,7.4,-0.4,-4.4,30.2*
CCNC(=O)COC(=O)CCNC(=O)c1cccc(C)c1,0.3,-7.3,-4.7,0.5,-21.4,12.3,0.8,-3.8,-13.1
Cc1onc(-c2c(F)cccc2Cl)c1C(=O)NC1CCSC1=O (stereo not given),2.0,2.8,9.5,-5.7,3.4,1.1,0.2,-3.2,-15.5
Cc1cc(C)n(-c2nc(SCC(=O)O)c3c4c(sc3n2)COC(C)(C)C4)n1,1.8,-9.1,-8.8,2.3,-9.1,18.6,-0.4,-11.9,-9.7
COc1ccc(CCNC(=O)C2CCN(S(=O)(=O)c3ccc(OC)c(OC)c3)CC2)cc1,0.3,-4.5,-3.3,0.7,-27.1,-1.8,0.3,-7.6,-28.6
Cc1nn(C)c(C)c1CNC(=O)Nc1ccc(Cl)cc1,0.0,6.7,-11.7,-3.8,-6.8,18.3,-2.4,-4.9,14.4
N#Cc1sc2nc3c(c(-c4cccnc4)c2c1N)CCC3,-1.3,-6.1,0.2,-4.4,-12.7,-0.1,0.4,-9.7,4.1
N#CC(c1ccccc1O)N1N=C(c2ccccc2)CC1c1ccccc1 (stereo not given),1.0,-47.4,-2.8,0.5,-20.7,8.4,-0.8,-6.2,2.1
COc1cc(C(=O)NC2CCN(Cc3nnnn3Cc3cccs3)CC2)cc(OC)c1OC,0.8,-8.6,7.1[fluorescence artefact?],-2.2,-13.7,2.0,0.3,-3.5,-9.8
COc1ccc(CCN2CC(O)=C(c3nc4ccccc4c(=O)[nH]3)C2=N)cc1OC,-1.2,-1.8,4.2,-4.7,1.7,5.9,0.1,-4.0,-2.2
O=C1CC(N2CCN(Cc3ccc4c(c3)OCO4)CC2)C(=O)N1Cc1ccc(N2CCCC2=O)cc1 (stereo not given),0.7,-5.6,-0.1,-2.4,13.5,0.5,-0.2,-8.8,-21.0
COc1ccc2c(c1)CCC1C2=NN(/C(C)=C\C(C)=O)C1c1ccc(F)cc1 (stereo not given),4.1,-21.7,-4.6,-0.7,-8.2,10.5,25.7,0.9,-10.9
COCCOC(=O)N/C=C\c1nc2ccccc2c(=O)[nH]1,-1.9,2.1,-0.6[fluorescence artefact?],0.9,-6.9,4.8,0.8,-19.1,0.0
COc1ccc(C(=O)N/N=C/c2ccc(OC(=O)c3cccc4ccccc34)c([N+](=O)[O-])c2)cc1,-1.1,18.6,18.2,0.2,-5.1,4.4,0.2,-3.4,5.2
C=CCn1c(SCc2ccc(Cl)c(Cl)c2)nnc1C(CO)NC(=O)c1ccc(OC)cc1 (stereo not given),-4.9,-2.0,5.3,-2.6,-5.0,1.2,-0.2,-10.5,nt
CCS(=O)(=O)N1CCCC(C(=O)NCCCN2CCCC2=O)C1 (stereo not given),0.9,-5.2,-9.1,-2.5,-7.5,0.9,0.4,-2.3,-9.0
c1ccc(C2CC3CC(c4ccccc4)N2O3)cc1 (stereo not given),nt,-26.8,-2.0,nt,-18.0,8.2,1.2,-2.6,nt
CC(C)(C)c1ccc(OCCCC(=O)NC2=NCCS2)cc1,-4.8,-3.1,-3.1,-8.0,4.0,9.2,0.1,-7.3,15.4
CC(Sc1ccc2c(c1)OCCO2)C(=O)Nc1ncc(Cl)cc1Cl (stereo not given),1.2,-10.8,-1.6,-2.7,-2.2,0.9,0.1,1.0,4.4
COc1cccc(N(CC(=O)Nc2cccc(N(C)S(C)(=O)=O)c2)S(C)(=O)=O)c1,1.2,-2.8,2.5,-1.3,0.4,3.4,0.1,0.6,9.4
O=C(CN1CCN(CCN2C(=O)c3cccc4cccc(c34)C2=O)CC1)c1ccc(F)cc1,1.4,-14.9,-9.5[fluorescence artefact?],-2.5,-2.1,1.9,-0.3,-23.9,-22.9
